Screens (PubChem BioAssay)
HSF-1 act = HSF-1 activators, primary screen, NIH3T3-HGL cells, MG132 stress, luminescence, single point | NIH3T3-HGL HSF-1 luciferase reporter, 8 h; 100% = twice DMSO control signal | actives 1.7% (n = 300,000) | activation, % at 9 µM | AID 504408, 2011;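 active means mean replicate activation of at least 50% with a set share of replicates each reaching 50%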;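 further: 0% = median of the neutral control wells and 100% = twice that signal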
HSP90 refold inh = HSP90 inhibitors, primary screen, cell lysate, luminescence | Heat shock protein HSP 90 (rabbit reticulocyte lysate; luciferase refolding) | inhibition, % at 5.6 µM | actives 0.91% (n = 290,000) | Rabbit reticulocyte lysate, luciferase refolding luminescence, 3 h | AID 1789, 2009;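 active means inhibition above the screen-wide mean plus 3 SD, computed separately per campaign, cut at about 16% in these data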;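 further: 0% = DMSO wells and 100% = 60 µM geldanamycin wells; inhibitors lower the luminescence because luciferase stays unfolded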
HIF activator = HIF pathway transcriptional activators, primary screen, cell-based, U2OS HRE-luciferase, luminescence | AID 1910, 2009 | U2OS HRE-luciferase reporter; normalized: DMSO 0%, desferrioxamine 100% | activation, % at 7.5 µM (by protocol) | actives 0.32% (n = 300,000);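 active means mean activation of at least 10% of the iron chelator positive control signal, with at least half of replicates also reaching 10%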
aSyn UTR inh = MLPCN primary screen, SNCA 5' untranslated region | alpha-synuclein 5'UTR reporter, inhibitor activity | inhibition, % (tested at 7.5 µM) | AID 1813, 2009 | actives 0.82% (n = 300,000); in the data active means inhibition above about 60%;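 further: H4 neuroglioblastoma cells stably carrying SNCA 5'UTR luciferase fusion; 0% = DMSO wells and 100% = positive control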
GSK3A inh = blockers of GSK3A enzyme activity – biochemical, luminescence, cell-free homogeneous, HTS, primary screen | AID 2650, 2010 | GSK-3 alpha kinase, ADP-Glo luminescence, 60 min | inhibition, % at 10 µM | actives 0.1% (n = 320,000);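 in the data active means inhibition above about 50%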;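 further: GST-tagged GSK-3 alpha with peptide substrate and 25 µM ATP; 0% = DMSO neutral wells and 100% = GW8510 positive control wells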
Target sequence (P49840 whole entry, looked up): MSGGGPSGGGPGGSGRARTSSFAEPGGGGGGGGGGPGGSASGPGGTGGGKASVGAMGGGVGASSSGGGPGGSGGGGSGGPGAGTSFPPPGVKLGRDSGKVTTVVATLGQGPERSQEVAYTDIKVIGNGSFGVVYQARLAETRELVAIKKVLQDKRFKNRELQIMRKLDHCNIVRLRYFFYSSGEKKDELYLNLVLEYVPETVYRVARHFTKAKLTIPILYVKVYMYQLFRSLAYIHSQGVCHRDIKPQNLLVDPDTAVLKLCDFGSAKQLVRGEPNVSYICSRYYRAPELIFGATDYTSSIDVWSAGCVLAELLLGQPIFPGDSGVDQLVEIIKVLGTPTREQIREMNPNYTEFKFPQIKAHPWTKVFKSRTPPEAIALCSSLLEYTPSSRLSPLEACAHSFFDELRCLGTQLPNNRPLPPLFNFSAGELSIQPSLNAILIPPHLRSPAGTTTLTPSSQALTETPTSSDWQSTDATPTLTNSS
KLF5 inh = KLF5 expression inhibitors, primary screen, DLD-1 cells, luminescence; DLD-1 KLF5 promoter-luciferase reporter; inhibition, % at 5 µM; actives 0.23% (n = 290,000); AID 1700, 2009;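 active means inhibition above a per-plate limit of that plate's mean compound inhibition plus 3 SD, cut at about 60% in these data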;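 further: 0% = DMSO wells and 100% = LY294002 at 200 µM; higher means less KLF5 promoter-driven luciferase light; inactives centre near -14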
IEC-6 tox = cytotoxicity in IEC-6 intestinal epithelial cells, primary screen, cytotoxicity control for KLF5 inhibitor project, cell-based, luminescence | IEC-6 cytotoxicity, luminescence viability | inhibition, % at 5 µM | actives 0.78% (n = 290,000); in the data active means inhibition above about 22%;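 further: 0% = plate median of test compound wells and 100% = cytotoxic reference compound wells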
AI-2 QS modul = Vibrio harveyi AI-2 quorum sensing modulators, primary screen, JMH597 strain, luminescence/OD600 ratio | Vibrio harveyi JMH597 AI-2 luminescence/OD600 ratio, 9 h; hits give low values; strain lacks LuxN and CqsS sensors; 0 = neutral-control median | actives 0.4% (n = 300,000) | AID 2094, 2009 | activity change, % at 7.5 µM; in the data active means activity change below about -75%, passing the limit was not always enough;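 further: luminescence divided by OD600 gain over 9 h not by final OD600 alone; inactives centre near 13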
HSF1 inh = HSF1 inhibitors in luciferase reporter cells, primary screen, cell-based, NIH3T3, luminescence | NIH3T3-HGL HSE-luciferase, MG132-induced, luminescence 8 h; hits give low values | activity change, negative = inhibition, % at 7.5 µM (by protocol) | actives 0.77% (n = 300,000) | AID 2098, 2009;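 active means more than half of replicate wells show activity change below -50%, luminescence cut by over half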;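 further: luciferase reports HSF-1 transcriptional activity via heat shock element; 0% = median of DMSO wells and -100% = zero luminescence signal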
GSK3B inh = human GSK3beta kinase inhibitors, primary screen, biochemical, cell-free homogeneous, HTS; AID 2097, 2009; Glycogen synthase kinase-3 beta (Homo sapiens), P49841; activity score (negative = inhibition), % at 10 µM; actives 0.038% (n = 300,000); GST-GSK3beta kinase, ADP-Glo luminescence, 60 min; hits give low values;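 active means more than half of replicate wells score below -50%, meaning over 50% inhibition versus plate controls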;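 further: 0% = median DMSO wells and -100% = median GW8510 positive control wells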
Target sequence (P49841 whole entry, looked up): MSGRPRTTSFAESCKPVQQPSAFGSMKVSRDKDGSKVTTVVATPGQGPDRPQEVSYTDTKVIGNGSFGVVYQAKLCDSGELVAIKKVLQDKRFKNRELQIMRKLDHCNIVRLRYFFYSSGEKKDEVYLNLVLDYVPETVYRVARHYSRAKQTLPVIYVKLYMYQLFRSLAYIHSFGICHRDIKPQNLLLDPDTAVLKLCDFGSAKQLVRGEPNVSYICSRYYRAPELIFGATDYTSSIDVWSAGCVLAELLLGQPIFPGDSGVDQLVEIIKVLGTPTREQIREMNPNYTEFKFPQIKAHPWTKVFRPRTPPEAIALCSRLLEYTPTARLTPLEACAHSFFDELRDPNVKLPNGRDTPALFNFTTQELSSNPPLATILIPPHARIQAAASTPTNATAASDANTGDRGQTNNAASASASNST
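Assay system: GST-fused GSK3beta enzyme, cell-free / Medium: Tris pH 7.5 buffer with MgCl2, DTT, BSA, heparin / Also added: peptide substrate plus 25 µM ATP (final) / Compound: 10 µM single point / Timing: kinase reaction with compound 60 min at room temperature / Detection: ADP-Glo luminescence / Benchmarks: DMSO neutral wells and GW8510 at 20 µM as positive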
An asterisk follows results filed as active; nt = no result given.

no.	structure	HSF-1 act	HSP90 refold inh	HIF activator	aSyn UTR inh	GSK3A inh	KLF5 inh	IEC-6 tox	AI-2 QS modul	HSF1 inh	GSK3B inh
1	Cc1cc(/C=N/NC(=O)c2cccs2)c(C)n1-c1ccccc1	-74.4	57.3*	-0.6	-18.5	-0.8	-33.3	-2.0	12.4	-69.3*	0.5
2	COc1cc2cc(CN(CCCN3CCOCC3)Cc3nnnn3Cc3ccccc3)c(=O)[nH]c2cc1OC	0.3	-1.4	0.3	10.0	-2.1	4.0	-1.2	30.9	-0.3	3.0
3	COC(=O)c1ccc(-n2c(C)cc(/C=N/Nc3nc(C)cc(=O)[nH]3)c2C)cc1	-6.6	3.4	-0.3	7.7	-2.4	-26.7	1.1	21.4	-3.6	4.2
4	O=C(NCC(O)c1ccccc1)c1ccc(Cl)c(S(=O)(=O)N2CCCC2)c1 (stereo unspecified)	16.4	nt	2.0	-95.5	-2.8	nt	nt	-5.9	9.0	4.5
5	CN(C(=O)c1coc(=O)c2ccccc12)c1ccc(F)cc1	-3.9	-3.2	0.5	-12.4	0.8	-55.4	0.8	11.2	-4.1	-1.0
6	O=C(c1cc(-c2ccncc2)nc2ccc(Br)cc12)N1CCN(Cc2ccc3c(c2)OCO3)CC1	-0.8	-4.8	-0.2	-2.7	1.0	-7.6	-1.9	-4.2	-19.9	1.1
7	CCCn1c(SCC(=O)Nc2nc3ccccc3s2)nc2c1c(=O)n(C)c(=O)n2C	-10.7	-1.4	-2.9	-0.6	0.2	-36.3	-1.3	16.3	-0.3	2.0
8	COc1cc2c(cc1OC)CN(c1ccc(F)cc1[N+](=O)[O-])CC2	26.9	0.2	2.3	-79.0	1.0	-102.4	7.9	-15.3	46.8	-1.5
9	Cc1cc(Cl)ccc1NC(=O)C1CCCN1C(=O)c1cccs1 (stereo unspecified)	-0.4	7.0	0.0	-7.1	7.0	-24.5	-4.4	14.3	-9.9	-2.9
10	CCn1c(CC(=O)Nc2ccc(Cl)c(Cl)c2)nnc1SCc1ccc(Cl)cc1	1.9	-4.3	-0.3	38.5	-0.9	2.2	1.9	19.9	-9.7	0.0
11	Cc1ccc(C)c(-c2nnc(NC(=O)c3ccco3)o2)c1	-3.7	nt	-0.4	0.3	-1.9	nt	nt	50.6	0.9	-1.2
12	COc1cc([N+](=O)[O-])cc(/C=N/NC(=O)CC#N)c1O	8.0	3.2	-0.5	3.4	nt	11.0	-2.2	3.2	-4.1	4.4
13	COc1ccccc1N1CCN(C(=O)c2ccc3[nH]c4c(c3c2)CCCC4)CC1	34.8	-4.0	-39.0	7.2	-0.2	-24.3	6.1	8.1	10.2	0.2
14	COc1cc(CC(=O)NNC(=O)c2cc(C)oc2C)cc(OC)c1OC	0.7	0.5	-0.2	-14.1	-4.6	11.2	-3.3	10.8	-12.9	-1.0
15	COC(=O)C(C)(C)ONC(=O)Nc1ccccc1	-20.7	1.8	0.0	10.5	-2.7	6.6	4.1	26.5	-6.3	0.0
16	COc1ccc(OC)c(NC(=O)CCC(=O)Nc2nnc(C(F)(F)F)s2)c1	-1.3	3.4	-1.6	0.7	-1.9	-16.0	0.5	17.8	-5.8	1.1
17	CCN(CC(=O)NCc1cccs1)c1ccc(S(=O)(=O)N2CCCC2)cn1	-1.1	-1.7	-0.3	-12.3	0.5	-24.7	-3.0	24.0	0.2	-2.9
18	CC(=O)N1CCC(N(CCCOC(C)C)C(=O)Nc2ccc(Cl)cc2)CC1	16.0	-0.6	1.1	-18.3	-1.7	-48.7	-2.5	22.2	7.9	-7.4
19	CN(CCCN1CCOCC1)C(=O)c1cc(COc2c(F)cccc2F)on1	-1.8	0.0	-0.2	-5.8	-2.2	3.1	6.5	-5.2	-1.6	-0.7
20	CC(=O)Nc1cccc(NC(=O)COc2ccccc2C)c1	29.8	-0.3	-12.6	-77.4	-1.9	-37.4	-2.8	29.1	3.6	0.2
21	O=C(Cc1cccs1)N1CCN(S(=O)(=O)c2cccc([N+](=O)[O-])c2)CC1	8.5	-1.6	0.5	-5.3	-2.6	-7.4	0.6	11.2	-2.8	-0.4
22	Cc1cc(C(=O)Nc2ccccc2C(=O)N2CCCCC2)ccc1[N+](=O)[O-]	11.2	3.9	-0.4	-11.6	-0.7	-29.1	-5.0	13.0	-3.2	1.6
23	COc1ccc(NCCC(O)c2ccc(Cl)cc2)cc1 (stereo unspecified)	14.6	2.9	-0.7	8.2	-3.0	-9.2	6.5	27.6	9.1	1.8
24	CC[n+]1c(C)n(C)c2cc(S(=O)(=O)N(C)C)ccc21	-18.0	1.4	-0.4	17.6	-0.8	-13.8	2.4	22.8	3.7	-5.5
25	CCCCNC(=S)Nc1ccc([N+](=O)[O-])cc1	17.5	-4.5	0.5	-47.9	1.4	-1.9	2.3	-13.8	2.1	-3.0
26	CCOC(=O)c1cc(NC(=O)c2cccnc2)ccn1	-78.8	nt	-0.5	6.9	-0.9	nt	nt	23.3	-72.9*	1.3
27	N#Cc1nc(-c2cccc3ccccc23)oc1NCCN1CCCCC1	70.2*	-1.6	-0.2	-63.3	0.1	-41.1	0.6	11.6	55.2	-1.6
28	O=C(NC1Cc2ccccc2C1)c1cc(COc2cccc(C(F)(F)F)c2)on1	-5.5	3.2	-0.2	21.5	nt	-14.4	-4.0	21.1	2.1	0.8
29	Clc1ncccc1-c1nc2ccccc2s1	1.6	-1.2	2.2	-148.7	0.1	-54.1	-4.7	-3.1	9.0	-0.2
30	O=C(NC(Cc1ccc(O)cc1)C(=O)O)c1ccco1 (stereo unspecified)	-2.4	-2.9	-0.1	3.3	-0.9	-26.8	1.5	5.3	-1.1	1.2
31	COc1cccc2cc(C(C)N(CCCN3CCOCC3)C(=S)Nc3c(C)cccc3C)oc12 (stereo unspecified)	33.8	-0.3	0.0	-3.6	-0.5	-49.9	4.7	6.2	-8.7	-2.1
32	Cc1[nH]c(C(=O)N/N=C/c2ccc(C(=O)O)cc2)c(C)c1C(=O)N/N=C/c1ccc(C(=O)O)cc1	14.3	-4.1	-0.4	7.6	-2.4	-33.6	7.7	20.8	-5.8	3.4
33	C=CCC(CC)C(=O)NC(=O)N1CCCc2ccccc21 (stereo unspecified)	-2.0	2.4	0.6	14.6	-2.2	-0.6	-4.0	14.7	-15.0	3.2
34	N/C(=N\OC(=O)/C=C/c1ccccc1)c1ccc(Br)cc1	3.4	-1.2	0.5	-32.2	-2.5	-8.8	-4.0	10.3	7.7	4.4
35	O=C1CC(c2ccccc2)n2nc(NC(=O)C3CCCO3)nc2N1 (stereo unspecified)	-4.0	3.5	-0.2	1.0	-3.2	-29.7	6.9	54.7	1.6	1.8
36	COc1ccc(S(=O)(=O)N(Cc2cc3cc(C)ccc3[nH]c2=O)CC2CCCO2)cc1 (stereo unspecified)	9.5	-5.9	-0.1	32.4	11.0	-27.9	-5.8	19.2	-3.3	-0.8
37	COc1ccc(CC(=O)NNS(=O)(=O)c2ccc3ccccc3c2)cc1OC	-9.3	-1.8	-0.6	6.9	-5.2	-14.4	-0.6	31.6	-1.6	2.0
38	Cn1cnnc1SCC(=O)NC1CCCc2ccccc21 (stereo unspecified)	-10.4	-6.5	0.2	4.3	-1.1	10.5	2.7	4.1	0.6	-5.2
39	CN(C1=C(NC(=O)c2ccc(Cl)cc2)C(=O)c2ccccc2C1=O)c1ccccc1	6.8	3.9	0.8	-83.4	1.4	-0.9	7.1	25.7	10.9	-3.6
40	Cc1ccnc(NC(=O)c2cc3ccccc3o2)c1	-10.4	nt	-11.3	97.0*	2.5	nt	nt	18.1	-13.7	-1.7
41	O=C(Oc1cccc(-n2cnnn2)c1)c1ccccc1	nt	-6.3	nt	nt	-1.2	-26.0	-4.5	16.7	nt	0.9
42	CCOc1ccc(C(=O)NCC(=O)NCC(c2cccs2)N2CCOCC2)cc1 (stereo unspecified)	-4.6	nt	0.4	1.9	-0.7	nt	nt	23.0	-3.8	-2.2
43	O=C(CC(=O)NC1CCCCC1)N/N=C/c1ccccc1[N+](=O)[O-]	21.1	-2.5	1.7	-44.1	-0.5	-35.2	-1.1	5.2	7.4	2.2
44	CS(=O)(=O)N(CC(=O)N/N=C/c1cccc2c1OCCO2)c1ccccc1Br	16.2	-1.1	-0.2	4.3	-0.6	-20.9	2.1	17.9	-1.5	3.5
45	CCCn1c(SCC(=O)NCc2ccc(Cl)cc2)n[nH]c1=O	8.5	-1.6	0.3	18.1	4.3	-7.8	-7.9	42.3	3.0	1.3
46	Cc1c(C)c2ccc(OCC(=O)Nc3ccccn3)c(C)c2oc1=O	-90.8	95.6*	-5.9	109.5*	-1.4	91.3*	10.0	8.7	-88.4*	1.6
47	CCNC(=S)NNC(=O)c1cc(-c2cccc(OCC)c2)nc2ccccc12	11.6	0.1	0.6	-89.0	-0.8	-3.7	1.9	38.8	1.1	-1.8
48	CNCC(=O)Nc1ccc(OC(F)(F)F)cc1	-4.2	-0.3	0.0	25.0	17.0	0.0	-2.0	26.8	-5.5	0.3

Grouped by structure: those above with a COOH group
no.	structure	HSF-1 act	HSP90 refold inh	HIF activator	aSyn UTR inh	GSK3A inh	KLF5 inh	IEC-6 tox	AI-2 QS modul	HSF1 inh	GSK3B inh
30	O=C(NC(Cc1ccc(O)cc1)C(=O)O)c1ccco1 (stereo unspecified)	-2.4	-2.9	-0.1	3.3	-0.9	-26.8	1.5	5.3	-1.1	1.2
32	Cc1[nH]c(C(=O)N/N=C/c2ccc(C(=O)O)cc2)c(C)c1C(=O)N/N=C/c1ccc(C(=O)O)cc1	14.3	-4.1	-0.4	7.6	-2.4	-33.6	7.7	20.8	-5.8	3.4

Additional results.
no.	structure	HSF-1 act	HSP90 refold inh	HIF activator	aSyn UTR inh	GSK3A inh	KLF5 inh	IEC-6 tox	AI-2 QS modul	HSF1 inh	GSK3B inh
49	CC1CCN(S(=O)(=O)c2cc3c4c(c2)CCN4C(=O)CC3)CC1	19.9	nt	1.3	6.2	-1.0	nt	nt	-3.9	1.1	-3.1
50	CCOC(=O)C1CCN(C(=O)COc2cc(C)c(Br)c(C)c2)CC1	24.0	4.5	-0.1	3.1	-5.3	25.5	7.8	18.3	13.2	1.8
51	Cc1cc(OC(C)C(=O)NCC2CCC(C(=O)O)CC2)c2c(C)c(C)c(=O)oc2c1 (stereo unspecified)	3.3	-4.3	0.2	20.5	1.7	-12.3	-4.0	35.0	-4.0	-0.5
52	CCN(C(=O)COC(=O)/C=C/c1cccc(Br)c1)C1CCS(=O)(=O)C1 (stereo unspecified)	-4.8	6.3	-0.1	5.0	-0.7	6.8	4.9	18.6	0.9	3.2
53	Cc1cccc(N2CSC3=C(C#N)C(c4ccc(C)o4)CC(=O)N3C2)c1 (stereo unspecified)	2.2	-0.8	3.5	-85.5	0.4	8.6	-8.3	34.3	-2.4	5.1
